M4 antag = human M4 muscarinic receptor antagonists, primary screen, CHO cells, Fluo-8 calcium fluorescence; CHO-hM4 cells, ACh EC80; inhibition, % at 3 µM; actives 0.73% (n = 360,000);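 active means inhibition above its plate's cutoff, the mean inhibition of sample wells plus 3 SD, cut at about 27% in these data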;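 further: 0% = acetylcholine EC80 with DMSO and 100% = DMSO without agonist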
M1 antag = human M1 muscarinic receptor antagonists, primary screen, CHO-K1 cells, Fluo-8 calcium fluorescence, 1536-well. Muscarinic acetylcholine receptor M1 (Homo sapiens), P11229. CHO-K1 hM1, ACh EC80 antagonist. inhibition, % at 3 µM. actives 1.3% (n = 360,000). AID 588852, 2011;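 active means percent inhibition above its own plate's cutoff, namely the mean of that plate's compound wells plus 3 SD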;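 further: peak over basal fluorescence ratio during 140 s after agonist addition; 0% = ACh EC80 plus DMSO and 100% = DMSO alone without agonist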
Target sequence (P11229 whole entry, looked up): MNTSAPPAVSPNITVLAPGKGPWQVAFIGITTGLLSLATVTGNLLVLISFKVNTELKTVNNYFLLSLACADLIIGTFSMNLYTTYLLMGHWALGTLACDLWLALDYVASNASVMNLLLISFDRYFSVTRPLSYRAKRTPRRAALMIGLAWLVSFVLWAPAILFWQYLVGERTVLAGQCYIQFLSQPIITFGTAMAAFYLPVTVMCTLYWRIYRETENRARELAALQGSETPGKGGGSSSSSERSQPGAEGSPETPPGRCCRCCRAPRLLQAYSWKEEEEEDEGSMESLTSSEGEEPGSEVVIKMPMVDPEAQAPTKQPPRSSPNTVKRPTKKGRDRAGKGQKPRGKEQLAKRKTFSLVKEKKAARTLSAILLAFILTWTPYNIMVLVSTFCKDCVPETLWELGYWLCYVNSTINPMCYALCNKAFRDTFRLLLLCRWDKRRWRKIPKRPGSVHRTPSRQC
M1 PAM = human M1 muscarinic receptor positive allosteric modulators, primary screen, CHO-K1 cells, Fluo-8 calcium fluorescence, 1536-well; Muscarinic acetylcholine receptor M1 (Homo sapiens), P11229; CHO-K1 hM1, ACh EC20; 0% = ACh EC20, 100% = maximal ACh; activation, % at 3 µM; actives 0.088% (n = 360,000); AID 588819, 2011; in the data active means activation above about 19%, passing the limit was not always enough
TAAR1 agonist = human TAAR1 agonists, primary screen, Fluo-8 calcium fluorescence, CHO RD-HGA16 cells | vehicle wells 0%, saturating PEA agonist 100% | actives 0.99% (n = 360,000) | activation, % at 3 µM;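 active means activation above the mean activation of all test compounds in the run plus 3 SD, cut at about 38% in these data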
Target sequence (Q96RJ0 whole entry, looked up): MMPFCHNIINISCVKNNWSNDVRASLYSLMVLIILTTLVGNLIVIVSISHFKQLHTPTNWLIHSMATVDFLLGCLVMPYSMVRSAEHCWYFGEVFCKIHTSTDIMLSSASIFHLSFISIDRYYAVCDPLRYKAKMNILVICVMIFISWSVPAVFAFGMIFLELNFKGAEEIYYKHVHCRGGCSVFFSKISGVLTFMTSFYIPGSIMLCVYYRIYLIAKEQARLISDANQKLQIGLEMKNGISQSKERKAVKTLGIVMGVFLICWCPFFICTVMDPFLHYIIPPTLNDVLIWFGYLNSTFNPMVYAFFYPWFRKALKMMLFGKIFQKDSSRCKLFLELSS
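Benchmarks: low control DMSO, high control PEA (EC100); System: CHO RD-HGA16 cells carrying human TAAR1 plus Gα16; Detection: Fluo-8 fluorescence, 5 s baseline then 140 s kinetic read; Schedule: 17-24 h plating, Fluo-8 75 min 37 °C, 30 min RT; Read-out basis: % activation from peak over basal fluorescence ratio, DMSO-to-PEA scaled.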
CHRM1 agonist = human M1 muscarinic receptor agonists, primary screen, Fluo-8 calcium fluorescence, CHO-K1 cells, HTS; CHO-K1 hM1, agonist mode; 0% DMSO, 100% acetylcholine EC100; actives 0.33% (n = 360,000); activation, % at 3 µM;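 active means activation above the run's mean compound activation plus 3 SD, cut at about 16% in these data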;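 further: peak over basal fluorescence ratio within a 140 s kinetic read after compound addition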
CHRM5 PAM = human M5 muscarinic receptor positive allosteric modulators, primary screen, CHO-K1 cells, Fluo-8 calcium fluorescence; CHO-K1 hM5, ACh EC20 PAM; 0% = ACh EC20, 100% = ACh EC100; AID 624038, 2012; activation, % at 3 µM; actives 0.3% (n = 360,000);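 active means activation above the run cutoff, the mean activation of all test compounds plus 3 SD, cut at about 18% in these data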
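Assay system – human M5 receptor in CHO-K1 cells · Read-out – % activation, ACh-normalized · Technique – Fluo-8 calcium fluorescence · Dosing – single-point, 3 µM nominal · Incubation – Fluo-8 loading 80 min at 37 °C plus 30 min room temperature · Repeats – singlicate, one well per test compound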
CHRM5 agonist = human M5 muscarinic receptor agonists, primary screen, CHO-K1 cells, Fluo-8 calcium fluorescence. activation, % at 3 µM. AID 624037, 2012. Muscarinic acetylcholine receptor M5 (Homo sapiens), P08912. CHO-K1 hM5 cells; 0% DMSO wells, 100% maximal acetylcholine response. actives 0.19% (n = 360,000);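 active means activation above the run's mean over test compounds plus 3 SD, cut at about 23% in these data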;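 further: signal is peak over basal fluorescence ratio across the kinetic read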
M4 ag = human M4 muscarinic receptor agonists, primary screen, CHO-K1 cells, Fluo-8 calcium fluorescence; Muscarinic acetylcholine receptor M4 (Homo sapiens), P08173; CHO-K1 hM4/Gqi5; vehicle 0%, full acetylcholine response 100%; activation, % at 3 µM; actives 0.14% (n = 360,000); AID 624127, 2012;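 active means activation above the run mean over all test wells plus 3 SD, cut at about 32% in these data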;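 further: peak over basal fluorescence ratio per well then scaled between controls; 0% = DMSO wells and 100% = acetylcholine at EC100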
CHRM5 antagonist = human M5 muscarinic receptor antagonists, primary screen, CHO cells, Fluo-8 calcium fluorescence. Muscarinic acetylcholine receptor M5 (Homo sapiens), P08912. CHO-hM5 cells, ACh EC80. inhibition, % at 3 µM. actives 0.59% (n = 360,000). AID 624040, 2012;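 active means inhibition above a per-plate cutoff, the mean of that plate's test compounds plus 3 SD, cut at about 27% in these data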;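 further: 0% = acetylcholine EC80 with DMSO and 100% = DMSO without agonist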
Numbers without * were called inactive; nt = no result given. Some of the compounds tested, so the mix of outcomes need not match the whole.

SMILES	M4 antag	M1 antag	M1 PAM	TAAR1 agonist	CHRM1 agonist	CHRM5 PAM	CHRM5 agonist	M4 ag	CHRM5 antagonist
O=C(CCc1nc2ccccc2c(=O)[nH]1)OCc1ccc(Cl)cc1Cl	11	-7	2	-1	-3	-2	0	0	10
CC(C)CNC(=O)COC(=O)c1cc(Cl)cc(Cl)c1N	-3	-3	5	6	-5	-3	-7	1	5
O=C(c1cc(-c2ccncc2)nc2ccccc12)N1CCOCC1	0	-1	0	1	-1	-4	2	2	-2
Cc1ccc(OCC(=O)NNC(=O)Cc2ccc(S(=O)(=O)N3CCOCC3)s2)cc1	4	-4	5	4	-2	-12	3	1	13
CCCCN(Cc1cc2cccc(C)c2[nH]c1=O)S(C)(=O)=O	0	-1	9	6	2	1	3	1	2
CC(C)[C@H](NC(=O)c1ccccc1)C(=O)NC1CCCCCCC1	3	-12	6	-1	-1	-9	1	0	22
CCCc1nn(C)c(C(=O)Nc2cccc(Cl)c2)c1Cl	1	-5	-7	3	-7	-3	-3	-2	3
Cc1ccc(C(=O)Nc2nc3n(n2)C(c2ccccc2)CC(=O)N3)cc1 (stereo unspecified)	-4	-5	10	3	-2	-2	-1	1	4
C=C(Br)CN1CCN(CC(=C)Br)CC1	-11	-19	10	10	-4	-2	-2	0	-2
O=C(C(=O)N1CCN(C(=O)OCc2ccccc2)CC1)c1cccnc1	8	nt	nt	0	nt	-5	0	1	9
CCN1C(=O)C(O)(CC(=O)C(C)(C)C)c2cc(Br)ccc21 (stereo unspecified)	-5	-7	12	3	-7	-3	-2	1	-6
Cc1ccc(-n2ncc3c(=O)[nH]c(SCC(=O)N4CCCCC4)nc32)cc1	1	5	-2	0	0	-6	1	0	4
CC(C)OC(=O)Cn1c(-c2ccccc2)c(-c2ccccc2)nnc1=O	-6	-11	9	8	-4	2	1	1	5
C=CCN(C(=O)CN1CCCCC1)c1nc(-c2ccccc2)cs1	6	25*	-23	-3	-11	-4	-8	0	12
O=C(OCC(=O)N1CCOCC1)c1cc(S(=O)(=O)N2CCOCC2)c(Cl)cc1Cl	1	-8	8	10	-2	1	7	3	7
Nc1ccc(Oc2ccc(N)c([N+](=O)[O-])c2)cc1[N+](=O)[O-]	-18	-18	15	10	-1	-6	0	3	7
COC(=O)C1=CN(C2CC2)C=C(C(=O)OC)C1c1ccccc1OC	15	-18	11	10	3	0	-2	-1	-2
O=C(NCc1ccc2c(c1)OCO2)Nc1cccc(Cl)c1	-6	-6	4	1	2	-2	-3	4	-9
COc1ccccc1CCn1cc(C#N)c(=O)[nH]c1=O	100*	-17	16	0	-2	0	-3	-2	6
CCOc1cccc(CN2CCC(n3nccc3NC(=O)CCCc3ccccc3)CC2)c1	6	6	-4	10	-4	-5	-5	11	17
Cc1ccc(C(C)(C)C)c(OCCCn2ccnc2)c1	-2	-5	-13	-1	-8	-7	-8	-1	4
COc1ccc(CC(=O)Nc2cccc(-c3ccc4nnc(C)n4n3)c2)cc1	-10	-10	10	5	-3	7	8	3	-6
CC(=O)c1cccc(-c2cnc3c(NC=O)cc(-c4cccc(C(=O)N(C)C)c4)cn23)c1	-5	22	-14	5	-5	-1	2	7	3
COC(=O)C1(C)NC(c2ccc(O)cc2)C2C(=O)N(c3ccc4c(c3)OCCO4)C(=O)C21 (stereo unspecified)	-3	-2	-1	10	-2	-9	0	1	7
O=C(CCN1CCc2ccccc2C1)Nc1ccc(F)c(F)c1	-4	2	0	7	-5	1	-2	5	3

(listing goes on)
SMILES	M4 antag	M1 antag	M1 PAM	TAAR1 agonist	CHRM1 agonist	CHRM5 PAM	CHRM5 agonist	M4 ag	CHRM5 antagonist
CCc1nc(-c2ccc(C)nc2OC)no1	3	-8	9	4	-1	0	1	0	-1
COc1ccccc1/C=N/Nc1cc(N(C)C)nc(N(C)C)n1	-10	-12	8	12	-10	5	-4	0	1
N#CC1CCCc2c1[nH]c1ccc([N+](=O)[O-])cc21 (stereo unspecified)	9	-16	7	5	-2	-2	-6	1	-1
Cn1c2ccccc2c2cnn(CC(=O)N3CCCCC3)c(=O)c21	5	-8	6	-4	-3	-3	0	2	5
Cc1cc([N+](=O)[O-])cc(/C=N\NC(=O)C2COc3ccccc3O2)c1O (stereo unspecified)	-1	-22	12	4	-2	-3	-4	0	1
O=C(CCn1c(=S)oc2ccccc21)N1CCCCC1	2	-12	14	-1	-10	-9	-6	1	7
O=C(CCc1ccccn1)N1CCCC(N2CCN(c3cccc(C(F)(F)F)c3)CC2)C1 (stereo unspecified)	-2	0	-1	0	-5	-6	-4	1	8
OCCNCCOc1ccccc1F	-4	-7	5	3	-4	4	1	0	-2
O=C(CCn1c(=O)oc2ccccc21)Nc1ccc(N2CCOCC2)cc1	1	-2	8	-2	-2	5	-3	0	-2
Cc1ccc(-c2nc3ccccc3s2)cc1S(=O)(=O)N1CCCC1	20	6	-2	nt	-7	-6	-2	-3	13
COc1ccc(NS(=O)(=O)c2c(C)[nH]c(C)c2C(=O)N2CCCCC2)cc1Cl	-4	-1	4	3	-2	3	-1	2	7
COc1ccc(OC)c(/C=C2\SC(=S)N(NS(=O)(=O)c3ccc(C)cc3)C2=O)c1	8	-6	4	0	-4	-3	-5	1	-2
O=C(OCC(=O)N1CCCCCC1)c1ccc([N+](=O)[O-])cc1Cl	-4	-21	15	7	-3	3	-5	1	2
CCC(C)[C@H]1CNCCN1CCC12CC3CC(CC(C3)C1)C2 (stereo partly specified)	-1	-7	11	16	-1	5	6	3	7
c1cc2c(cc1CNc1ccc(N3CCOCC3)cc1)OCO2	5	1	1	6	-7	-9	1	2	11
Cc1cc(S(=O)(=O)N2CCN(Cc3ccc4c(c3)OCO4)CC2)cc(C)c1N1CCCC1=O	-11	0	-3	1	-1	-2	4	5	-8
COc1ccc(NC(=O)C2CCCN2C(=O)OCc2ccccc2)c(OC)c1 (stereo unspecified)	1	-22	-3	6	-2	0	-1	1	-4
Cc1cccc(CN2CCN(c3nc4nonc4nc3NC3CC3)CC2=O)c1	0	-3	3	0	-6	-2	-1	1	1
O=C(c1cc(C2CC2)nn1-c1ccccc1)N1CCN(S(=O)(=O)c2cccc(F)c2)CC1	-13	30*	-29	0	-8	-6	-11	1	-7
CCOC(=O)C1(CCOc2ccccc2)CCN(Cc2cccs2)CC1	2	4	-10	6	-6	-33	-17	4	14
CN1C(=O)/C(=C/c2ccc(OCc3ccc(F)cc3)cc2)N(C)C1=S	0	-13	7	5	-3	-1	-1	0	-2
COc1ccc(OC)c(NC(=O)c2cc(-c3cc(C)cc(C)c3O)n[nH]2)c1	-5	-1	7	0	0	8	0	0	-9
COc1ccc2[nH]c3c(c2c1)CCN1C(=O)N([C@@H](C)C(=O)NC2CCCC2)C(=O)[C@]31C	-8	-8	2	3	-2	3	4	2	-1
COc1ccc(NC(=O)N(CCC(C)C)C(C)c2ccccn2)c(OC)c1 (stereo unspecified)	-8	0	-1	-2	-9	5	-4	-1	-5
Cc1ccc(N/C=C(\[N+](=O)[O-])S(=O)(=O)c2ccccc2)cc1	7	3	0	2	-5	-2	2	1	-4

The results go on:
SMILES	M4 antag	M1 antag	M1 PAM	TAAR1 agonist	CHRM1 agonist	CHRM5 PAM	CHRM5 agonist	M4 ag	CHRM5 antagonist
CC(=O)OC1(C)C=Cc2ccccc2C1=NS(=O)(=O)c1ccccc1 (stereo unspecified)	-4	-2	3	0	0	-4	1	0	8
OC[C@@H]1CN(Cc2ccccc2)C[C@H](n2cnc3c(Nc4ccccc4)ncnc32)O1	-6	5	1	9	-1	-4	3	10	2
COc1cccc(-c2cc3nc4c(c(N5CCC6(CC5)OCCO6)n3n2)CCCC4)c1	0	5	-14	5	-7	-11	-2	5	11
Cc1cc(N)n2nc(C(F)(F)F)nc2n1	-9	-7	9	4	-3	4	0	1	-14
COc1ccc(OC)c(S(=O)(=O)n2ccnc2C)c1	0	-4	5	11	-1	-6	-9	1	0
O=C(CCC(=O)Nc1nnc(C2CCCCC2)s1)NCC1CCCO1 (stereo unspecified)	-4	-4	9	-1	-3	-1	0	1	-2
CC(=O)c1ccc(OCCCC(=O)Nc2cccc(S(=O)(=O)N3CCCCCC3)c2)cc1	-21	2	-8	7	0	-12	-1	15	19
CCOc1ccc2nc(NC(=O)Cn3cnc4c3c(=O)n(C)c(=O)n4C)sc2c1	-2	-10	13	-1	4	-2	-2	0	4
Cc1ccccc1NC(=S)N1CCN(Cc2ccccc2)CC1	-2	3	2	6	-3	-2	1	1	-8
CCOc1cccc(C2/C(=C(/O)c3ccc4c(c3)CC(C)O4)C(=O)C(=O)N2Cc2cccnc2)c1 (stereo unspecified)	-3	-1	1	0	-2	-4	-3	0	7
Cc1ccc(-n2c(C)cc(C(=O)CN3CCCCC3)c2C)cc1	2	-2	3	0	-10	-1	-7	1	1
COc1cc(OC)c(NC(=O)CC(C)=O)cc1Cl	-5	11	6	0	-4	-2	-1	1	-11
COc1ccc(-c2nc(-c3ccccn3)no2)cc1	5	-11	8	12	-9	0	-3	0	11
CCCC(O)(CCC)C(=O)NN(C(=O)CCl)c1ccccc1	-5	-8	15	2	-5	13	-3	2	-6
CCOc1ccccc1NC(=O)Cn1c(=O)c2ccccc2n(CC)c1=O	9	3	-5	3	-3	-9	-1	1	-1
O=C(O)CN1C(=O)/C(=C\c2cccc(OC(=O)c3ccco3)c2)SC1=S	-6	-8	11	-2	-3	2	-3	0	7
CCC(c1nnnn1C1CCCCC1)N(Cc1ccco1)Cc1cc2ccc(OC)cc2[nH]c1=O (stereo unspecified)	1	-5	8	6	-1	0	0	1	5
N[C@@H](Cc1ccc(O)cc1)C(=O)Nc1ccc2ccccc2c1	6	-3	12	15	2	-3	3	4	15

An excerpt from above in order of formula weight, rising.
SMILES	M4 antag	M1 antag	M1 PAM	TAAR1 agonist	CHRM1 agonist	CHRM5 PAM	CHRM5 agonist	M4 ag	CHRM5 antagonist
O=C(NCc1ccc2c(c1)OCO2)Nc1cccc(Cl)c1	-6	-6	4	1	2	-2	-3	4	-9
CC(C)CNC(=O)COC(=O)c1cc(Cl)cc(Cl)c1N	-3	-3	5	6	-5	-3	-7	1	5
CC(C)OC(=O)Cn1c(-c2ccccc2)c(-c2ccccc2)nnc1=O	-6	-11	9	8	-4	2	1	1	5
CCC(c1nnnn1C1CCCCC1)N(Cc1ccco1)Cc1cc2ccc(OC)cc2[nH]c1=O (stereo unspecified)	1	-5	8	6	-1	0	0	1	5

Compound activity (PubChem)
